TDP43 rescue: qHTS of TDP-43 Inhibitors; Potency, µM (top dose mostly 46.1 µM), for inactives: top-dose growth rescue (activation), hits mostly activators; TDP-43 expressing yeast growth rescue, BacTiter-Glo, 24 h; 1.8% of 410,000 active; also: potency is read from the fitted curve at half-maximal effect; % of control where 0% means no effect; nearly all actives have a fitted effect of over 50% in size
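Luminescence from BacTiter-Glo reports growth of TDP-43-expressing yeast after 24 hr at 30 deg C with compound. Cells were raffinose-pregrown to mid-log, then seeded in galactose medium at OD600=0.02.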
PTHR1 ag: qHTS for PTHR1 Agonists: Primary Screen. AID 743266, 2014. Parathyroid hormone/parathyroid hormone-related peptide receptor (Homo sapiens), Q03431. 0.075% of 410,000 active. Potency, µM (titrated, usually from 115 µM), inactives show top-dose activation, actives largely listed as activators. HEK293 GP2 PTHR1 cells, GloSensor cAMP luminescence, 1 h; also: potency is read from the fitted curve at half-maximal effect; nearly all actives have a fitted effect of over 55% in size; some results filed as inactive show a strong effect at the top dose; inactives centre near -15; many of its hits are not listed in these tables
Target sequence (Q03431 whole entry, looked up): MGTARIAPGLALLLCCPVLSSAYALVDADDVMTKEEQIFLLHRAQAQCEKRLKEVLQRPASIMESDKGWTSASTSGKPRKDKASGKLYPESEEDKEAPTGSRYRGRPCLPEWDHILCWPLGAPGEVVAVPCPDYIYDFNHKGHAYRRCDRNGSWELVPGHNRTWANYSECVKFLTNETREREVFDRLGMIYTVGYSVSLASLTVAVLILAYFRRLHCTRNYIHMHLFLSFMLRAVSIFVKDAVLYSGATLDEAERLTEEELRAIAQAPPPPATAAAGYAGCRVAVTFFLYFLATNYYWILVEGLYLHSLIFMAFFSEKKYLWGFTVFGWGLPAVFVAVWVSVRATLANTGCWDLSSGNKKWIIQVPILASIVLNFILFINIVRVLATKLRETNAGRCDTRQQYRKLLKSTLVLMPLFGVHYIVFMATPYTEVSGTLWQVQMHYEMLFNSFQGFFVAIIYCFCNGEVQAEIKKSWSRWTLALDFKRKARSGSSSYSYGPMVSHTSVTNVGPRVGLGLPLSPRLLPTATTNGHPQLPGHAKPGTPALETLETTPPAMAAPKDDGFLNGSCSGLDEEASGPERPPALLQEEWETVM
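HEK-293-derived GP2 cells expressing PTHR1 and a GloSensor cAMP reporter, 3,000/well, plated overnight, given luciferin plus IBMX (each 0.5 mM as added) for 1 h at 37 °C, then compound for 1 h at 37 °C. Luminescence was read after 15 min at room temperature.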
Akt phos inh: HTS Assay for Inhibitors of Akt Phophorylation: Primary Screen. Neuro2A IGF-stimulated pAkt S473 HTRF, 20 min; active compounds read low. activity change, % for hits at 50 µM. 0.32% of 360,000 active. AID 651550, 2012; in the data active = activity change below about -80%; inconclusive = mostly about -51% to -80%; also: % is scaled to controls: 0 for no effect and ±100 for the full control effect
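Single-point screen (50 µM final compound) in Neuro2A cells stimulated 20 min with 6 nM IGF at 37 deg C. After lysis, Ser473-phosphorylated Akt read by HTRF (ex 330 nm, em 615/665 nm) as the 665/615 ratio.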
MmCpn inh: Inhibitors of TCP-1 ring complex (TRiC) of Methanococcus maripaludis (MmCpn): qHTS. purified Mm-Cpn ATPase, ADP Transcreener TR-FRET. Potency, µM (series often up to 76.9 µM), for inactives: top-dose activity, negative = inhibition, actives largely listed as inhibitors. 0.031% of 330,000 active; also: potency is read from the fitted curve at half-maximal effect; % is scaled to controls: 0 for no effect and ±100 for the full control effect; nearly all actives have a fitted effect of over 80% in size
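ATP (10 uM final) was added to archaeal chaperonin (25 nM final) after 10 min exposure to test compound at 37°C; after 30 min further incubation, ADP was detected by competitive TR-FRET.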
aSyn rescue: qHTS of alpha-syn Inhibitors | Yeast expressing alpha-synuclein, growth rescue, BacTiter-Glo, 24 h | Potency, µM (highest dose often 46.1 µM), without a hit: at the highest dose growth rescue (activation), most hits filed as activators | 0.14% of 370,000 active | AID 652106, 2013; also: potency is read from the fitted curve at half-maximal effect; % of control where 0% means no effect; nearly all actives have a fitted effect of over 65% in size
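Screening used galactose-induced yeast with toxic alpha-synuclein levels, exposed to compound for 24 hr at 30 deg C. Cell growth, read with BacTiter-Glo luminescence, gave the measured signal.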
GLP-1R inv ag: qHTS of GLP-1 Receptor Inverse Agonists (Inhibition Mode) | Potency, µM (top dose mostly 38.3 µM), without a hit: at the highest dose activity change, negative = inhibition, most hits filed as inhibitors | 1.6% of 410,000 active | HEK293 GLP-1R CRE-luciferase, luminescence, 24 h; GLP-1R form is constitutively active | Glucagon-like peptide 1 receptor (Homo sapiens), P43220; also: potency is read from the fitted curve at half-maximal effect; % is scaled to controls: 0 for no effect and ±100 for the full control effect; nearly all actives have a fitted effect of over 55% in size
Target sequence (P43220 whole entry, looked up): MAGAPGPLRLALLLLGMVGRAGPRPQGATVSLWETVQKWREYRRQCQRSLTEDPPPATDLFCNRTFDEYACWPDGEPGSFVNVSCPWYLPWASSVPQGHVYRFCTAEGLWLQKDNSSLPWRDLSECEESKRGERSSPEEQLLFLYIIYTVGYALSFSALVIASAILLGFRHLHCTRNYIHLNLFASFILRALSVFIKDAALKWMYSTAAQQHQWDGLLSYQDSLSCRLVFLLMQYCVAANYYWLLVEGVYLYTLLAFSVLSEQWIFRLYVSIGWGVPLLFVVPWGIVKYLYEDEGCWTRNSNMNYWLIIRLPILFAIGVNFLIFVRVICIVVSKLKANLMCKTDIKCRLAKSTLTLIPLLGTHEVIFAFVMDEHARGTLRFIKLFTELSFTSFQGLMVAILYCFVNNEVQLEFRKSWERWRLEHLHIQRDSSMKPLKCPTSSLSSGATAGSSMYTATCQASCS
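HEK293 cells stably co-expressing constitutively active GLP-1R and a cAMP-responsive luciferase reporter were seeded in DMEM with 10% Nu serum, given compounds after 12 h, and incubated 24 h at 37 deg C. Luminescence was then read.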
HEK293 tox: qHTS of GLP-1 Receptor Inverse Agonists: Cytotox Screen | 0.13% of 410,000 active | HEK293 cAMP-luciferase reporter cells, luminescence, 24 h | Potency, µM (series often up to 38.3 µM), for inactives: top-dose activity change, negative = inhibition, actives largely listed as inhibitors;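 also: loss of luciferase light is scored as toxicity; potency is read from the fitted curve at half-maximal effect; % is scaled to controls: 0 for no effect and ±100 for the full control effect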
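To flag toxic compounds, the library was rerun on cells for 24 hr at 37 deg C and 5% CO2. Viability-linked luminescence was captured 12 min after adding luciferase detection reagent.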
Abeta rescue: qHTS for compounds that reverse cellular toxicity of Amyloid beta (A-beta) peptide in yeast: Primary Screen | yeast expressing A-beta42, growth rescue, OD600, 48 h; response scale: 0% DMSO, 100% iron-clioquinol control | Potency, µM (doses to about 46.1 µM), inactives show at the top dose growth rescue, usual class: activators | 0.063% of 410,000 active | AID 1347071, 2019; also: potency is read from the fitted curve at half-maximal effect; nearly all actives have a fitted effect of over 55% in size
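Growth rescue measured by 600 nm absorbance after 48 h yeast culture at 30 C with compound. Values normalized between DMSO and an equimolar ferric chloride plus clioquinol control.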
FUS yeast rescue: qHTS for Suppressors of FUS Proteinopathy: Primary screen using FUS-linked yeast assay; 0.24% of 390,000 active; Potency, µM (titrated, usually from 76.6 µM), for inactives: top-dose growth rescue (activation), usual class: activators; S. cerevisiae FUS-expressing, growth rescue, OD600, 24 h;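 also: potency is read from the fitted curve at half-maximal effect; plate controls were DMSO vehicle for no effect and reference control for full effect; nearly all actives have a fitted effect of over 55% in size; some results filed as inactive show a strong effect at the top dose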
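Compound concentration series was pinned onto galactose-induced FUS-expressing yeast seeded at OD 0.005. Plates sat 24hr at 30C; absorbance at 600 nm gave growth. DMSO served as background control.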
* marks the source's active call; other numbers are inactive results; i = inactive; ? = inconclusive; . = no result given; [ ] = remark or other dose. Unless noted, calls follow the shape of the dose curve; as a rule, active = well fitted curve in the direction sought with a large enough effect; inconclusive = small, poorly fitted or top-dose-only effect, or another doubt; inactive = no such curve, though single readings can be large; an effect the other way counts as inactive or inconclusive.

SMILES | TDP43 rescue | PTHR1 ag | Akt phos inh | MmCpn inh | aSyn rescue | GLP-1R inv ag | HEK293 tox | Abeta rescue | FUS yeast rescue
C[C@H](O)[C@@H]1C(=O)N2CCc3c([nH]c4ccccc34)[C@@H]2C[C@@H]1N(C)C(=O)Nc1cccc2ccccc12 | 23% | -14% | i | . | 4% | -12% | 23% | -2% | 0%
O=C(Cc1ccc(NC(=O)N2CCSc3ncccc32)cc1)NCc1ccccc1 | 9% | i | . | . | . | 9% | -1% | -7% | -2%
CCc1nc(-c2cc(S(=O)(=O)N3CCN(c4ccc(OC)cc4)CC3)ccc2OC)no1 | 8% | ? | . | . | . | 19% | 11% | -14% | 1%
O=C(NCc1ccccc1F)c1ccc(S(=O)(=O)N2CCCCCC2)cc1 | 27% | -31%[inhibitor] | i | 1% | 3% | ? | -10% | 4% | 1%
O=C1CCCC2=C1C(c1ccc(O)c(Br)c1)C1=C(CCCC1=O)N2c1ccccc1 | -15%[1.82 µM] | -20% | i | -1% | 9% | 9% | -14% | 2% | ?
O=C(c1cc([N+](=O)[O-])ccc1N1CCOCC1)N1CCN(c2ccc([N+](=O)[O-])cc2)CC1 | -18% | i | i | -2% | 1% | ? | ? | 10% | 6%
O=[N+]([O-])c1ccc(C2CCCC/C2=N/O)c([N+](=O)[O-])c1 (configuration not stated) | 30% | -20% | i | 1% | 3% | -26% | 6% | -7% | -15%
CC(CN1CCOCC1)OC(=O)c1ccccc1 (configuration not stated) | 14% | i | i | 1% | 6% | -24% | -1% | 2% | -24%
CC1(C)CC(=O)C(C2=NC(C)(C)Cc3ccccc32)=C(O)C1 | 9% | i | i | 2% | -6% | 16% | 5% | -3% | .
N#Cc1ccc(NC(=O)CNc2cc(S(=O)(=O)N3CCOCC3)ccc2NCC2CCCO2)cc1 (configuration not stated) | -13% | -34%[inhibitor] | i | -3% | -11% | 12%[0.307 µM] | 10%[0.307 µM] | -5% | 29%
COc1ccccc1Cc1c(-c2cccc(Cl)c2)nc2ccc(Br)cn12 | ? | -3% | i | . | 1% | ? | -1% | -19% | 23%
Cc1ccc(-n2cc(CNCCN3CCOC3=O)c(-c3ccc(F)cc3)n2)cc1 | -10%[9.22 µM] | i | i | -1%[15.4 µM] | 0% | ? | 6% | -16% | 13%
Cn1c(=O)c(=O)n(C)c2cc(N3CCCC3)c(NS(=O)(=O)c3ccc(F)cc3)cc21 | -12% | i | i | -1% | -1% | 21% | -5% | -6% | -4%
N#CCCNCC1(c2ccccc2)CCCC1 | 13% | -5% | i | 1% | 3% | -21% | -1% | 9%[9.22 µM] | -49%
CN(CC(=O)Nc1cccc(F)c1)C(=O)/C=C/c1ccc(Br)s1 | -18% | -1% | i | 0% | 0% | ? | -9% | 27% | 16%
COc1cccc(CNc2nc3ccccc3n2C(C)C)c1O | -8% | i | i | 0% | -1% | ? | -20% | 0% | -1%
CC(C)(C)OC(=O)C[C@@H]1C/C=C\C[C@@H](CC(=O)NCCO)C(=O)N[C@H](Cc2c[nH]c3ccccc23)COC1=O | 0% | i | i | -1% | -2% | 0% | 1% | 14% | 9%
Nc1cc(N)nc(SCc2cc([N+](=O)[O-])cc3c2OCOC3)n1 | -14% | -7% | i | -5% | 3% | 54%[activator] | -11% | 5% | 17%
CCCCNC(=O)C1COc2ccccc2O1 (configuration not stated) | -25% | i | i | -4% | -13% | 0% | 52%[activator] | 0% | 37%
O=C(NCC1CCCCC1)c1ccc(Cl)c(S(=O)(=O)N2CCOCC2)c1 | 15% | i | i | 1% | 3% | 144%[activator] | 4% | -2% | 3%
O=C(O)c1ccc(NCc2nc3ccccc3n2Cc2ccccc2F)cc1 | -1% | -9% | i | 1% | 2% | 0% | -6% | -6% | 13%
Cn1c(N)c(C(=O)COC(=O)c2ncc(Cl)c(Cl)c2Cl)c(=O)n(C)c1=O | -28%[9.22 µM] | 24% | i | -1% | -1% | -14%[7.66 µM] | -7%[7.66 µM] | -10% | 20%
Cc1cc2ccccc2c(=O)n1CC(=O)NCc1ccco1 | 6% | i | i | 0% | -3% | -7% | 12% | 6% | 6%
O=C(NCc1ccc2c(c1)OCO2)c1nn2cccnc2c1Cl | 20% | i | i | . | -8% | 28% | -3% | -3%[9.22 µM] | -35%
c1ccc(CNc2ncnc3c2cnn3Cc2ccccc2)cc1 | 13% | -20% | i | -1% | 1% | -1% | ? | 11% | 4%

Ordered by length of the SMILES (ascending): 3 of the compounds above.
SMILES | TDP43 rescue | PTHR1 ag | Akt phos inh | MmCpn inh | aSyn rescue | GLP-1R inv ag | HEK293 tox | Abeta rescue | FUS yeast rescue
CC(CN1CCOCC1)OC(=O)c1ccccc1 (configuration not stated) | 14% | i | i | 1% | 6% | -24% | -1% | 2% | -24%
O=C(O)c1ccc(NCc2nc3ccccc3n2Cc2ccccc2F)cc1 | -1% | -9% | i | 1% | 2% | 0% | -6% | -6% | 13%
O=C(Cc1ccc(NC(=O)N2CCSc3ncccc32)cc1)NCc1ccccc1 | 9% | i | . | . | . | 9% | -1% | -7% | -2%

Remaining list, next part:
SMILES | TDP43 rescue | PTHR1 ag | Akt phos inh | MmCpn inh | aSyn rescue | GLP-1R inv ag | HEK293 tox | Abeta rescue | FUS yeast rescue
O=c1c2ccccc2[nH]c(=S)n1CCC1=CCCCC1 | -15%[9.22 µM] | -10% | i | 2% | -6% | 0% | -10% | ? | 18%
COc1ccccc1N1CC(C(=O)Nc2ccc(C)c(S(=O)(=O)N3CCOCC3)c2)CC1=O (configuration not stated) | -5% | i | i | 0% | 1%[1.84 µM] | 14% | -26% | -2% | 19%
O=C(/C=C/c1ccc2c(c1)OCO2)N1CCN(c2ccc(Cl)cc2)CC1 | -10% | -6% | i | -2% | -7% | 3% | -7% | -19% | -9%
CCN(CC)S(=O)(=O)c1cccc(C(=O)Nc2ccccc2C(=O)Nc2ccc(Cl)cc2)c1 | 17% | -19% | . | . | . | -3% | 4% | 7% | 8%
CCOC(=O)c1cc(S(=O)(=O)Nc2cc(OC)ccc2OC)[nH]n1 | 13% | 24% | . | . | . | 7% | -2% | -11% | 16%
CCOC(=O)c1c(C)[nH]c(C(=O)OC)c1CCC(=O)OC | 13% | i | i | 0% | -1% | 15% | 3% | 4% | 16%
O=C(Nc1ccc(F)cc1F)c1cc(-c2ccccc2O)no1 | 9%[9.22 µM] | -39%[inhibitor] | . | . | . | 15% | 4% | -16% | 4%
NNC(=O)c1cncc(Br)c1 | 19% | i | i | 0% | 2% | -3% | 3% | 11% | -26%
Cc1cccc(C(=O)Oc2ccccc2C(=O)N2CCOCC2)c1 | 0% | i | i | 2% | -9% | -20% | -3% | 2% | 9%
Cc1noc(NS(=O)(=O)c2ccc(NC(=O)CCC3CCCCC3)cc2)c1C | 3% | -18% | i | -1% | -9% | -32% | -11% | 12% | 7%
CCOc1ccc(C(=O)NCC(c2ccco2)S(=O)(=O)c2cccs2)cc1 (configuration not stated) | ? | -29% | . | . | . | -11% | -2% | -19% | 8%
CNC(=O)CS(=O)(=O)CC(=O)Nc1cc(OC(C)C)c(Cl)cc1Cl | -17% | -1% | i | -1% | -2% | -28% | -4% | -10% | 11%
COC(=O)c1ccc(/C=N/OCC(=O)Nc2cc(F)ccc2F)cc1 | 30% | -4% | i | 0% | 2% | 51%[activator] | -8% | 6% | -35%
COc1cccc(C(c2nnnn2C2CCCCC2)N2CCN(C/C=C/c3ccccc3)CC2)c1OC (configuration not stated) | 4% | -8% | i | . | 6% | ? | ? | -3% | 16%
CSc1ccccc1NC(=O)c1cc(-c2cccs2)on1 | -9% | -37%[inhibitor][57.5 µM] | . | -2% | -5% | 0% | -19% | -2% | 7%
CCn1cnc2sc(C(=O)O)c(C)c2c1=O | 9% | i | i | 0% | 0% | 4% | 4% | 6% | -3%
COCCCC1CCN(C(=O)C2CCC(=O)N(CC3CCCCC3)C2)CC1 (configuration not stated) | 15% | -2% | i | 1% | 3% | 2% | 12% | -9% | .
Cc1[nH]n(-c2ccccc2)c(=O)c1C(c1ccc(C(=O)O)cc1)c1c(C)[nH]n(-c2ccccc2)c1=O | 20% | -17% | i | -7% | -1% | -2% | -14% | -19% | .
COC(=O)C1=COC(OC2OC(CO)C(O)C(O)C2O)C2C1C=CC2(O)CO (configuration not stated) | 13% | -8% | i | 0% | 8% | 11% | -10% | -11% | -15%
O=C(CN1C(=O)CC(c2ccco2)Sc2ccccc21)Nc1cccc(C(F)(F)F)c1 (configuration not stated) | 2% | -12% | . | . | 9% | ? | 1% | -14% | -18%
CSc1ncccc1C(=O)N1CCN(S(=O)(=O)c2ccc(C)cc2)CC1 | 3% | -32%[inhibitor] | i | 1% | 0% | -6% | 18% | 0% | 21%
C[C@H](NC(=O)C1CC(=O)N(c2ccc3c(c2)OCCO3)C1)C(=O)N1CCCCC1 (some centres not stated) | 0% | -29% | i | 2% | 8% | 4% | -3% | 2% | -17%
COc1cc(/C=N/Nc2snc(SC)c2C#N)ccc1O | -14% | 0% | i | 1% | 0% | 16% | 5% | -13% | 52%
Cc1cc(NC(=O)c2ccc([N+](=O)[O-])cc2Cl)no1 | 22% | ? | i | -1% | -11% | 30% | 3% | -8% | -13%
CCCCN(C(=O)c1ccc(N(C)S(=O)(=O)c2ccc(C)cc2)cc1)c1c(N)n(CC(C)C)c(=O)[nH]c1=O | -4% | i | i | . | 0% | -6% | -5% | -5% | -11%

Screening data: PubChem, National Center for Advancing Translational Sciences (NCATS)

Not all compounds are listed; count on the stated rates, not on these rows.
